Screens: PubChem, The Scripps Research Institute Molecular Screening Center
MITF primary – MITF inhibitors, primary screen, biochemical, AlphaScreen, human; 650,000 compounds, 0.91% hits; AlphaScreen MITF homodimerization, bead proximity signal; Microphthalmia-associated transcription factor (Homo sapiens), O75030; inhibition, % at 2.6 µM; in the data active = inhibition above about 50%;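 note: 0% = vehicle wells with protein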
Target sequence (O75030 whole entry, looked up): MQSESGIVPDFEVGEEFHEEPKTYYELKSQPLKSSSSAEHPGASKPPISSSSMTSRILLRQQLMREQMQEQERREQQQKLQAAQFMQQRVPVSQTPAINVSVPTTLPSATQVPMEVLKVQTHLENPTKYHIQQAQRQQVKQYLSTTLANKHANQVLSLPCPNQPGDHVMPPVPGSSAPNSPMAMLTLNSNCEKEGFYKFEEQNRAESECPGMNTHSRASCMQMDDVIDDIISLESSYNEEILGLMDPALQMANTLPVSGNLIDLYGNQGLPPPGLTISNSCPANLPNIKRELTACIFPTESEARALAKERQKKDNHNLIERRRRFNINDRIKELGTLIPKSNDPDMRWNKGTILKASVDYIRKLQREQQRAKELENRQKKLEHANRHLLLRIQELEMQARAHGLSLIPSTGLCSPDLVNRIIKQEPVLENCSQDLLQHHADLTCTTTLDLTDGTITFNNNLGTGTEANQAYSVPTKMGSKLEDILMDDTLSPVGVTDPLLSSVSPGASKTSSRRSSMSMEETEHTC
TEAD-YAP block – TEAD-YAP interaction inhibition, primary screen, TEAD-YAP interaction inhibitor project, luminescence, HEK-TIYL cells. inhibition, % at 9.12 µM. TEAD-Gal4/YAP UAS-luciferase luminescence. 640,000 compounds, 1.4% hits; in the data active = inhibition above about 32%;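 note: 0% = median of test compound wells and 100% = reference inhibitor wells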
FBW7 act – FBW7 E3 ligase activators, primary screen, biochemical, AlphaScreen, human; F-box/WD repeat-containing protein 7 (Homo sapiens), Q969H0; AlphaScreen FBW7–phospho-cyclin E peptide binding, activator screen; normalized activity (activation), % at 26.1 µM; 650,000 compounds, 0.13% hits; in the data active = normalized activity above about 1.9%;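 note: purified mutant Fbw7 with reduced substrate affinity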
GPR151 ag – activators of human GPR151, primary screen, cell-based, PathHunter beta-arrestin, luminescence; activation, % at 11.2 µM; G-protein coupled receptor 151 (Homo sapiens), Q8TDV0; AID 1508602, 2020; PathHunter beta-arrestin GPR151 cells; 650,000 compounds, 1% hits; in the data active = activation above about 4.9%;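 note: 0% = median of compound wells and 100% = cells with positive control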
Target sequence (Q8TDV0 whole entry, looked up): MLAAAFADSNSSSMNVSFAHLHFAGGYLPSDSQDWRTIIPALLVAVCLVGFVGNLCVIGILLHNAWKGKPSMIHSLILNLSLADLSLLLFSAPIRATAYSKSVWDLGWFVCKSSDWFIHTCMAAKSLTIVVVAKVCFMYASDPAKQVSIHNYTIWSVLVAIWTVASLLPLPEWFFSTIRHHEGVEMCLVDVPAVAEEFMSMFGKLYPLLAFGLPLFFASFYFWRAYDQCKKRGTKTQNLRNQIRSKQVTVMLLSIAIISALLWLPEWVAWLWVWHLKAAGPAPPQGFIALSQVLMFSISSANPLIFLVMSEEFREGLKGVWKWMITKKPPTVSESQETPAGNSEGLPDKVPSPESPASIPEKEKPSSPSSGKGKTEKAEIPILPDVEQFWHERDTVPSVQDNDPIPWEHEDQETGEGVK
The depositor's hits bear a star.

SMILES	MITF primary	TEAD-YAP block	FBW7 act	GPR151 ag
O=C(N/N=C/c1ccc(O)c(O)c1)c1cc(-c2ccc3ccccc3c2)n[nH]1	10.9	2.5	0.0	-0.2
CCCCOc1ccc(C(=O)Nc2nnc(C34CC5CC(CC(C5)C3)C4)s2)cc1	7.0	6.8	0.0	0.9
CC1=NOC(=O)/C1=C/c1ccc(O)cc1O	52.9*	0.5	0.2	0.1
Cc1cc(F)c(F)c(C(=O)N2CCCC2)c1Cl	9.4	3.0	0.0	1.8
CCOC(=O)Nc1ccc(OC)c(Cl)c1	0.2	-25.4	-0.2	-3.3
CC(C)Cn1c(N2CCN(C)CC2)nc2c1c(=O)[nH]c(=O)n2C	0.3	-6.7	-0.1	-0.3
CCCOC(=O)C1=C(C)NC2=C(C(=O)CC(c3ccccc3)C2)C1c1ccc(C)cc1 (configuration not stated)	1.5	0.2	0.4	-0.4
O=C(COC(=O)/C=C/c1ccc([N+](=O)[O-])cc1)Nc1ccc(C(F)(F)F)cc1[N+](=O)[O-]	-1.6	4.5	0.0	-0.8
CN(C)c1c2c(c(C#N)c3nc4ccccc4n13)CCC2	-18.0	3.3	0.1	-0.8
COc1ccccc1C(=O)Nc1sc2c(c1C#N)CCCC2	8.7	-13.5	0.0	0.7
CCOc1cc(C=C2C(=O)NC(=O)NC2=O)ccc1OS(=O)(=O)c1ccc(OC)cc1	-11.4	6.4	-0.1	6.0*
COc1cccc(C(NC(=O)C2CCN(C(=O)NC(C)C)CC2)c2ccccn2)c1 (configuration not stated)	-1.7	0.2	0.1	-1.2
COc1ccc(C(=O)CCC(=O)NCC2Cc3cccc(-c4ncccc4C)c3O2)cc1 (configuration not stated)	11.0	-12.5	-0.2	0.7
COc1ccc(CC(=O)N2CCN=C2SC)cc1	-1.9	-3.2	-0.1	-1.8
NS(=O)(=O)c1cc2c(cc1Cl)NC(/C=C/c1ccccc1[N+](=O)[O-])NS2(=O)=O (configuration not stated)	6.8	-1.2	-0.1	1.4
CCn1ccc(C(=O)NC2CCCCC2)n1	0.6	-9.1	0.5	-0.4
N#Cc1ccc(NC(=O)COC(=O)c2cc(-c3ccco3)nc3ccccc23)cc1	42.6	9.6	0.3	0.0
Cc1[nH]n(-c2ccccc2)c(=O)c1SC(F)=C(C(F)(F)F)C(F)(F)F	5.3	-2.6	-0.2	1.5
COc1ccc(C2CC(c3cccs3)=NN2C(=O)CSc2nnc(CNC(=O)c3cccc(OC)c3)n2-c2cccc(C)c2C)cc1 (configuration not stated)	5.3	4.1	0.0	1.2
O=C(NCC1CCCO1)C1CC1c1ccccc1 (configuration not stated)	7.2	15.3	0.1	2.1
C[C@H](O)[C@H]1NC(=O)[C@H]2CN(CCCc3ccccc3)CCN2C1=O	17.2	3.3	0.3	2.1
CN(C)C(=S)Nc1ccc(Cl)cc1Cl	16.4	-1.0	0.2	-0.8
CCC(=O)Nc1ccc(NC(=O)CSc2ncnc3sc(C)c(C)c23)cc1C	-7.4	1.4	0.5	-0.1
CCOC(=O)c1sc2nc(CC(=O)OC)nc(Nc3ccc(O)cc3)c2c1C	-0.7	13.0	-0.1	-0.4
COc1cc(/C=N/NC(=O)c2cncc(Br)c2)ccc1OC(C)=O	3.2	6.7	0.6	0.7
Other compounds follow:
SMILES	MITF primary	TEAD-YAP block	FBW7 act	GPR151 ag
O=C(Nc1ccccc1Cl)C1CCCCN1S(=O)(=O)c1ccc(Cl)s1 (configuration not stated)	-3.2	-9.5	-0.2	0.6
c1cc2c(cc1NC1C3CC4CC(C3)CC1C4)OCO2 (configuration not stated)	23.2	-10.4	-0.1	-1.1
Cc1cccn2c(CNCCSc3nccn3C)c(C(=O)N3CCCCC3)nc12	4.8	-4.8	-0.1	0.7
CCCOC(=O)c1ccc(NC(=O)C(C)Oc2ccc(Cl)cc2Cl)cc1 (configuration not stated)	0.1	10.8	0.0	-0.2
Cc1cccnc1NS(=O)(=O)c1cc(C(=O)O)c(Cl)cc1Cl	4.3	1.8	0.3	-1.2
O=C1NN(c2ccccc2)C(=O)/C1=C/c1cccc(OCCOc2ccc([N+](=O)[O-])cc2)c1	12.3	-48.7	-0.3	0.2
Cc1nc2nc(Cc3ccccc3)nn2c(C)c1Cl	-0.8	-16.6	0.1	0.7
COc1ccc(NS(=O)(=O)c2cc(C(=O)Nc3ccc(Br)cc3)ccc2Br)cc1	2.1	9.0	0.0	-1.8
CC(=O)N1CCN(Cc2ccc3c(c2)CN(C(=O)CCc2ccc(C)cc2)CCO3)CC1	5.2	-3.8	-0.1	0.1
CS(=O)(=O)c1ccc(Sc2ccc(C(=O)O)cc2)cc1	-13.8	0.8	-0.1	-0.3
Cn1c(=O)c2c(nc(Br)n2CC(=O)c2ccccc2OC(F)F)n(C)c1=O	-4.4	-4.0	-0.1	-0.4
O=C(Cc1ccccc1)Nc1ccnn1C1CCN(Cc2ccon2)CC1	10.7	15.7	0.2	0.3
CC(C)n1c(=O)n(CC(=O)NCc2ccco2)c2cccnc21	-7.5	-9.8	-0.2	0.4
Cc1ccc(N(Cc2ccco2)C(=O)CNS(=O)(=O)c2ccc(Cl)cc2)cc1	-8.5	13.9	0.0	1.9
C=CCn1c(=O)c(C(=O)Nc2cc(C)ccc2OC)c(O)c2ccccc21	-11.0	4.7	0.1	1.5
O=c1ccc2ccccc2n1O	-1.5	5.9	-0.2	1.5
Cc1cc(C)cc(NC(=O)C2CC(=O)N(c3ccc(F)cc3)C2)c1 (configuration not stated)	4.3	0.6	0.2	0.1
CCOC(=O)c1sc2nc(CC(=O)OC)nc(Nc3cccc(Cl)c3)c2c1C	2.4	2.5	0.0	1.3
COCCNc1c(-c2ccc(OC)cc2OC)nc2cnccn12	-2.4	-10.6	-0.1	-0.4
CCN(CC)C(=O)C1=C(C)NC(=S)NC1c1ccc(Br)cc1 (configuration not stated)	-4.0	-1.9	0.0	0.4
CC(=O)N1N=C(c2ccncc2)OC1(C)C	-0.4	5.4	0.1	0.5
CCc1ccc(NC(=O)N(CCN(C)C)C(C)c2cccnc2)cc1 (configuration not stated)	2.2	6.5	0.1	-0.6
O=C(Nc1cc(Oc2cccnc2)cc([N+](=O)[O-])c1)c1nn2c(C(F)(F)F)cc(-c3cccs3)nc2c1Cl	3.0	-0.2	0.1	0.7
Cc1nnc(NC(=O)c2cc(C(C)(C)C)cc(C(C)(C)C)c2)s1	-1.4	-7.0	0.1	-1.0
O=C(CSc1ccc(F)cc1)NCc1ccco1	-10.2	-11.3	0.0	-0.1
More records.
SMILES	MITF primary	TEAD-YAP block	FBW7 act	GPR151 ag
CCc1cc(C(=O)OC)c(NC(=O)c2sc3cc(F)ccc3c2Cl)s1	7.1	-4.8	-0.2	1.5
O=C(O)C1Cc2c([nH]c3ccccc23)C(c2ccccc2[N+](=O)[O-])N1 (configuration not stated)	0.7	3.3	0.0	1.0
CCCN(CC1CC1)C(=O)CC1(c2cccc(F)c2)CC(=O)N(C2CCCC2)C1=O (configuration not stated)	-8.1	-26.1	0.2	-0.6
O=C(O)c1cccc(NC(=O)C2CC(=O)N(Cc3ccccc3)C2)c1 (configuration not stated)	0.9	2.2	0.1	2.9
Fc1cccc(C(c2nnnn2CCc2ccccc2)N2CCN3CCCC3C2)c1 (configuration not stated)	4.9	-8.5	0.1	2.9
O=Cc1c(NC(=O)Cc2ccccc2)sc2c1CCCC2	-17.6	-12.3	2.0*	-0.7
CCOC(=O)c1c(NC(=O)CSc2nnc(CNC(=O)COc3ccc(Cl)cc3)n2-c2ccccc2OC)sc2c1CCCC2	-11.1	1.3	0.1	1.7
COC(=O)c1ccc(CSc2nc3ccc(S(N)(=O)=O)cc3[nH]2)cc1	-14.7	2.0	-0.2	-1.4
COCC1CCCCN1C(=O)CN1Cc2ccccc2OC(c2ccsc2)C1 (configuration not stated)	-19.3	5.2	-0.4	-1.1
COc1ccc(C2=CC(c3cc(Br)ccc3F)n3nnnc3N2)cc1 (configuration not stated)	-5.9	-8.8	-0.1	0.2
O=C(NCCc1ccccn1)C1CC12CCN(C(=O)c1ccc(F)cc1Cl)CC2 (configuration not stated)	3.1	8.8	0.3	0.7
OCCN(Cc1ccccc1)Cc1cccc(F)c1	57.0*	-17.6	0.7	-0.1
c1ccc2[nH]c(NN=C3CCCC3)nc2c1	5.0	-27.4	-0.1	-0.6
CC(=O)N1CC(C)Sc2cc(S(=O)(=O)NCCc3cccc(C)c3)ccc21 (configuration not stated)	-5.3	-1.7	-0.2	3.3
COc1cc2[nH]c3c(=O)n(Cc4ccc(Cl)cc4)cnc3c2cc1OC	1.9	-24.0	-0.2	-0.6
CCOc1cccc(C2NC(C(=O)O)C3C(=O)N(c4ccc(C)cc4)C(=O)C23)c1O (configuration not stated)	2.3	0.0	-0.1	1.5
Cc1cc(/C=C2\C(=O)NC(=O)N(c3ccc(F)cc3)C2=O)c(C)n1-c1cccnc1	9.4	0.7	-0.2	0.4
CC1CC(C)CN(C(=O)c2ccc(SCc3ccccn3)c([N+](=O)[O-])c2)C1 (configuration not stated)	23.4	-16.8	0.0	-0.8
O=C(O)C1C(C(=O)Nc2ccc(Br)cc2)C2C=CC1C21CC1 (configuration not stated)	-1.9	-7.0	0.0	0.2
Cc1ccc(NC(=O)N2CCC(NC(=O)C3CCCCC3)CC2)cc1	-14.6	-9.7	0.1	-0.9
CN1CCN(CCCNC(=O)Cn2ncc3c(=O)oc4ccccc4c32)CC1	2.0	-2.9	0.0	0.3
Cc1cccc(C(=O)Nc2nc3ccccc3[nH]2)c1	7.1	32.1*	0.1	-5.4
O=c1nc2s/c(=C\c3cccs3)c(=O)n2nc1Cc1ccc(F)cc1	-13.3	-10.5	0.0	1.5
COc1ccc(N=C2S/C(=C\c3cccc(F)c3)C(=O)N2c2ccc(OC)cc2)cc1	3.3	-8.7	-0.1	2.8
CCOC(=O)c1nn(-c2ccccc2)c(C(=O)OCC)c1N(C(=O)CC)C(=O)CC	-4.1	7.3	0.7	-1.2

Seven entries already listed, arranged by molecular weight, high to low.
SMILES	MITF primary	TEAD-YAP block	FBW7 act	GPR151 ag
COc1ccc(N=C2S/C(=C\c3cccc(F)c3)C(=O)N2c2ccc(OC)cc2)cc1	3.3	-8.7	-0.1	2.8
CCCN(CC1CC1)C(=O)CC1(c2cccc(F)c2)CC(=O)N(C2CCCC2)C1=O (configuration not stated)	-8.1	-26.1	0.2	-0.6
CCc1cc(C(=O)OC)c(NC(=O)c2sc3cc(F)ccc3c2Cl)s1	7.1	-4.8	-0.2	1.5
COC(=O)c1ccc(CSc2nc3ccc(S(N)(=O)=O)cc3[nH]2)cc1	-14.7	2.0	-0.2	-1.4
O=C(O)C1Cc2c([nH]c3ccccc23)C(c2ccccc2[N+](=O)[O-])N1 (configuration not stated)	0.7	3.3	0.0	1.0
OCCN(Cc1ccccc1)Cc1cccc(F)c1	57.0*	-17.6	0.7	-0.1
Cc1cccc(C(=O)Nc2nc3ccccc3[nH]2)c1	7.1	32.1*	0.1	-5.4

Going on with the list.
SMILES	MITF primary	TEAD-YAP block	FBW7 act	GPR151 ag
COc1ccc(C(=O)N/N=C/c2cc(Br)c(C)o2)cc1	11.1	-30.0	-0.1	-0.4
CS(=O)(=O)N1CCC(c2ncncc2-c2cccc(C(F)(F)F)c2)CC1	1.7	-5.8	-0.1	0.6
Cc1ccc(OCCNC(=O)c2ccccc2Sc2ccccc2C#N)cc1C	7.7	-2.2	-0.1	0.2
COc1cccc(CN2C[C@@H]3C[C@@H](c4ccc(OC)c(C)c4)N4CCC[C@@]34C2=O)c1	2.0	-1.6	-0.1	0.4
O=C(CN1C(=O)c2ccccc2S1(=O)=O)NCCc1ccc(F)cc1	-4.0	1.5	0.1	2.1
O=C1C=C(N2CCN(c3ccc(F)cc3)CC2)C2(CCCCC2)O1	7.1	1.5	0.1	0.7
O=C(NCC1CCCO1)c1nn2c(C(F)(F)F)cc(-c3ccccc3)nc2c1Cl (configuration not stated)	20.8	0.6	0.8	-0.1
CCCOC(=O)C1=C(C)NC(=O)NC1c1ccccc1OCC (configuration not stated)	0.2	-14.7	0.2	-0.6
O=C(CCSCc1ccccc1Cl)NCc1ccco1	2.0	4.3	-0.1	0.9
CCC(=O)N1N=C(c2c(-c3ccccc3)c3cc(Br)ccc3[nH]c2=O)CC1c1ccc(OC)cc1 (configuration not stated)	-4.4	17.8	-0.1	2.4
COC(CNC(=O)CSCc1nc(-c2ccc(SC)cc2)oc1C)OC	2.7	9.3	-0.2	0.4
CCCCN(C)CCCn1cnc2c([nH]c3ccccc32)c1=O	7.2	2.6	0.1	0.9
O=C1c2oc3ccccc3c(=O)c2C(c2ccc([N+](=O)[O-])cc2)N1CCCO (configuration not stated)	-3.9	7.7	-0.1	2.4
Cn1cccc1C(CNS(=O)(=O)c1ccccc1Cl)N1CCCC1 (configuration not stated)	-10.0	-6.5	-0.1	-1.3
O=C(NCCCn1ccnc1)c1cc2nc(-c3cccs3)cc(C(F)(F)Cl)n2n1	4.3	14.4	0.7	0.6

5 compounds picked at random from those above, as already listed:
SMILES	MITF primary	TEAD-YAP block	FBW7 act	GPR151 ag
CCC(=O)N1N=C(c2c(-c3ccccc3)c3cc(Br)ccc3[nH]c2=O)CC1c1ccc(OC)cc1 (configuration not stated)	-4.4	17.8	-0.1	2.4
COc1cccc(CN2C[C@@H]3C[C@@H](c4ccc(OC)c(C)c4)N4CCC[C@@]34C2=O)c1	2.0	-1.6	-0.1	0.4
O=C(NCCCn1ccnc1)c1cc2nc(-c3cccs3)cc(C(F)(F)Cl)n2n1	4.3	14.4	0.7	0.6
CCCCN(C)CCCn1cnc2c([nH]c3ccccc32)c1=O	7.2	2.6	0.1	0.9
O=C(CCSCc1ccccc1Cl)NCc1ccco1	2.0	4.3	-0.1	0.9
